Bioassay records from PubChem BioAssay.
ER stress surv = ER stress cell death inhibition. CSM14.1 thapsigargin ER stress survival, ATP luminescence. AID 1010. relative survival (cellular ATP), % at 15 µg/mL (by protocol). 48,000 compounds, 0.33% hits;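 active means survival measured by cellular ATP above 50% at 15 µg/ml in the first screen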;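 further: cell death triggered by about 15 µM thapsigargin; ATP read 24 h after thapsigargin was added; plate controls were thapsigargin with DMSO for no effect and DMSO without thapsigargin for full effect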
An asterisk follows results filed as active. The list is partial; count on the stated rates, not on these rows.

SMILES	ER stress surv
Cc1ccccc1OCC(=O)Nc1c[nH]c(=O)[nH]c1=O	-1
Cc1cc(C)c(N(C=O)C(=O)C2C(C)C3C=CC2C32CC2)c(C)c1 (stereo not drawn)	0
COC(=O)c1ccc(-c2ccc(CO)o2)cc1	-9
COc1cccc(/C=C2\SC(=S)N(NC(=O)c3ccccc3Br)C2=O)c1	10
CCSc1nnc(NC(=O)c2cccc(Br)c2)s1	9
CC(C)CNC(=O)c1ccc2c(c1)C(=O)N(CC(C)C)C2=O	9
COc1ccccc1OCCOc1cccc(/C=N/n2cnnc2)c1	2
O=C(NCc1ccco1)/C(=C/c1ccc([N+](=O)[O-])cc1)NC(=O)c1ccccc1Cl	10
CCOC(=O)c1c(-c2ccccc2)csc1NC(=O)COc1ccccc1C	8
CCOc1ccc(C(=O)Nc2ccc(-c3nc4ncccc4o3)cc2)cc1Cl	-1
CC(C)CC(=O)Nc1ccccc1C(=O)Nc1ccc(C(=O)O)cc1	3
COC(=O)c1sccc1NC(=O)c1cccc(Br)c1	-1
COc1ccc(C(=O)Oc2ccc(C=C3C(=O)NC(=O)NC3=O)cc2)cc1	-4
COc1ccc(C(=O)N/C(=C\c2ccc(Cl)cc2)C(=O)NCc2ccncc2)cc1	-2
COCCCNC(=O)CN(c1ccc(OC)c(OC)c1)S(=O)(=O)c1ccc(C)cc1	-2
CN(C)S(=O)(=O)NCC(=O)NN=Cc1ccncc1	14
O=C(CSc1nnnn1-c1ccccc1)Nc1ccccc1O	5
CC1=C(C(=O)OCCOc2ccccc2)C(c2ccc(Cl)c([N+](=O)[O-])c2)C2=C(CC(C)(C)CC2=O)N1 (stereo not drawn)	-1
c1ccc2c3c(ccc2c1)OCOc1ccc2ccccc2c1C3	11
Cc1ccc(C(C)C)c(OCCOc2ccc(Cl)cc2/C=N/n2cnnc2)c1	10
COc1ccc(C2C(C(C)=O)=C(Nc3ccccc3)CC(C)(O)C2C(C)=O)cc1OC (stereo not drawn)	14
CCN(CC)c1ccc(NC(=O)Nc2ccccc2)cc1	-7
O=C(Nc1cc(Cl)ccc1O)c1cnn2c(C(F)(F)F)cc(-c3cccs3)nc12	8
CCOC(=O)CN1C(=O)C(O)(CC(=O)c2ccco2)c2ccccc21 (stereo not drawn)	-1
CCOC(=O)/C(C#N)=C/c1ccc(N2CCN(CCN3C(=O)c4cccc5cccc(c45)C3=O)CC2)cc1	5
O=C(O)C1C2C=CC(O2)C1C(=O)NCCc1ccccc1 (stereo not drawn)	2
Cc1cc(=O)oc2ccc(OCC(=O)O)cc12	6
COc1ccc(-c2ccc(/C=C3\C(=O)NC(=O)N(c4ccc(Cl)cc4)C3=O)o2)c([N+](=O)[O-])c1	8
O=C(CN(c1cccc([N+](=O)[O-])c1)S(=O)(=O)c1ccccc1)N1CCOCC1	12
Cc1nn(-c2ccccc2)c(C)c1Sc1ccc(Br)cc1	4
COc1ccc2nc(NC(=O)COC(=O)C(CCSC)NC(=O)c3ccccc3)sc2c1 (stereo not drawn)	4
CC1=C(C(=O)OCCOc2ccccc2)C(c2ccc([N+](=O)[O-])cc2)C2=C(CCCC2=O)N1 (stereo not drawn)	6
COc1cc(C=Nc2c(C)n(C)n(-c3ccccc3)c2=O)c([N+](=O)[O-])cc1OC	7
COC(=O)Cc1nc2sc3c(c2c(=O)n1Cc1ccccc1)CCC(C(C)(C)C)C3 (stereo not drawn)	3
Cc1ccc(OCc2nnc(NC(=O)Nc3cccc(Cl)c3)s2)cc1C	3
O=[N+]([O-])c1cc(C(F)(F)F)ccc1NCCCCNS(=O)(=O)c1ccccc1	-2
Cc1ccc(-c2cc(C(=O)O)c3cc(Br)ccc3n2)o1	0
CCn1c2ccccc2c2cc(CNC(C)COC)ccc21 (stereo not drawn)	-17
O=C(NCC1CCCO1)c1ccc(S(=O)(=O)N2CCCCC2)cc1 (stereo not drawn)	8
O=C(CCC1CCCCC1)Nc1ccc(S(=O)(=O)Nc2nccs2)cc1	2
COc1ccc(N2C(=O)/C(=C/c3cn(-c4ccccc4)nc3-c3cccs3)SC2=S)cc1	6
COc1ccc(/C(N)=N/OC(=O)c2ccco2)cc1	-8
COc1ccc(OC)c(N(CC(=O)Nc2ccc(C(C)C)cc2)S(C)(=O)=O)c1	13
O=C(O)c1cccc(Nc2nc(-c3ccc(Cl)cc3)cs2)c1	-3
CCC(=O)c1ccc(N2CCN(C(=O)c3cc(F)c(F)cc3Cl)CC2)c(F)c1	5
CC1(C)CC(=O)C2=C(C1)OC(N)=C(C#N)C21CCCCC1	-4
CC(=O)CC(=O)NCc1ccc(F)cc1	-4
CCOc1cccc(-c2cc(C(=O)N3CCCCCC3)c3ccccc3n2)c1	4
O=C(N/N=C/c1ccc([N+](=O)[O-])cc1)c1cc(-c2ccc3ccccc3c2)n[nH]1	7
CN(C(=O)c1ccc(C(=O)N(C)c2ccc(O)cc2)cc1)c1ccc(O)cc1	8
Oc1ccccc1CNC12CN3CN(CN(C3)C1)C2	4
COc1ccc(CCNC(=O)/C=C/c2ccc3c(c2)OCO3)cc1OC	12
CN(C)c1ccc(C2CC(=O)NC3=C2C(=O)CC(C)(C)C3)cc1 (stereo not drawn)	-1
Cc1ccc([N+](=O)[O-])cc1NC(=O)COc1ccc(Cl)cc1Cl	6
CCOc1ccccc1C1Nc2ccccc2NC2=C1C(=O)CC(c1ccc(OC)c(OC)c1)C2 (stereo not drawn)	5
O=C(COc1ccc(Br)cc1)Nc1cccc2nsnc12	6
C=CCOc1ccc(/C=C2\C(=O)N(c3ccc(S(N)(=O)=O)cc3)N=C2C)cc1OC	-4
O=C(Nc1ccccn1)c1ccc2c(c1)C(=O)N(N1C(=O)c3ccccc3C1=O)C2=O	2
COc1ccc(S(=O)(=O)N(CC(=O)Nc2cccc(Cl)c2C)c2cc(C)cc(C)c2)cc1OC	4
O=C(N1CCSCC1)C(F)(F)C(F)(F)C(F)(F)C(F)(F)F	4

(further entries)
SMILES	ER stress surv
COc1c(Cl)cc(-c2nc3cc(NC(=O)C(C)C)ccc3o2)cc1Cl	2
CNc1nc(-c2ccccc2O)nc(-c2ccccc2O)n1	16
Cc1cc(Cl)ccc1NC(=O)CSCc1cccc(Br)c1	0
CC(=O)c1ccc(NC(=O)C2CC(=O)N(C3CCCCC3)C2)cc1 (stereo not drawn)	11
CC(C)(C)c1ccc(C(=O)O/N=C(\N)c2cccc([N+](=O)[O-])c2)cc1	26
Cc1c(Br)c([N+](=O)[O-])nn1CC(=O)NC1CCCCC1	10
Cc1ccc(S(=O)(=O)OCCOCCOS(=O)(=O)c2ccc(C)cc2)cc1	-1
Cc1ccc(N(Cc2ccco2)S(=O)(=O)c2ccc([N+](=O)[O-])cc2)cc1	-1
COc1ccc(CN2CCN(C3CCCC(C)C3)CC2)c(OC)c1 (stereo not drawn)	-2
COc1cccc(NC(=O)CCCN2C(=O)c3cccc4cccc(c34)C2=O)c1	8
COc1ccccc1C1Nc2ccc(C(=O)c3ccccc3)cc2NC2=C1C(=O)CCC2 (stereo not drawn)	10
NC12CC3CC(C1)CC(CC(=O)O)(C3)C2	7
O=C(CN(c1cccc(Br)c1)S(=O)(=O)c1ccccc1)Nc1cccc2ccccc12	2
COc1cc2c(cc1NC(=O)COc1ccccc1OC)oc1ccccc12	6
COc1ccccc1NC(=O)CCCC(=O)OCC(F)(F)C(F)F	3
CC1=C(C(=O)OC(C)C)C(c2cc(Br)ccc2F)CC(=O)N1 (stereo not drawn)	1
CC(O)CNC(=O)C(=O)Nc1ccc(F)cc1 (stereo not drawn)	6
Cc1cc(NS(=O)(=O)c2ccccc2[N+](=O)[O-])no1	2
C=CCN1C(=O)/C(=C\c2ccc(-c3cc([N+](=O)[O-])ccc3C)o2)C(=O)NC1=S	10
S=C(NCc1ccco1)Nc1cccc(Cl)c1	4
O=C(N/N=C/c1ccncc1)c1ccco1	4
O=C1C(=Cc2ccccc2Br)C(=O)c2ccccc21	4
O=[N+]([O-])c1ccc(Oc2ccc(S(=O)(=O)N3CCOCC3)cc2)cc1	-5
O=C(O)C1C2CCC(O2)C1C(=O)N1CCN(C(c2ccccc2)c2ccccc2)CC1 (stereo not drawn)	-3
CCOC(=O)c1sc(NC(=O)CCCOc2ccc(Cl)cc2C)c(C(N)=O)c1C	0
O=C(c1cc(Cl)cc(Cl)c1)N1CCOCC1	4
N/C(=N/OC(=O)c1ccc(Br)cc1)c1nonc1N	2
COc1cc(NC(=O)c2cccnc2)c(OC)cc1Br	5
COC(=O)c1c(N)sc(C)c1-c1ccc(C)cc1C	-3
O=C(O)CN=C(NS(=O)(=O)c1ccccc1)c1ccccc1	4
COc1ccc(OC)c(C(O)c2nc3ccccc3n2C)c1 (stereo not drawn)	-3
COc1cc(NC(=O)c2cccc(Br)c2)ccc1NC(=O)c1ccco1	4
CN(C)/C=C1\N=C(c2ccc(Cl)cc2Cl)OC1=O	7
COC(=O)C1=C(C(=O)OC)SC(=C2C(=S)C(C)(C)N(C(=O)c3ccccc3)c3cc(OC)ccc32)S1	13
Cc1ccc(C(C)C)c(OCC(O)Cn2cnc3cc(C)c(C)cc32)c1 (stereo not drawn)	-6
CC(=O)C1=C(C)NC(=O)NC1c1ccc(C)cc1 (stereo not drawn)	2
CC12CC3CC(C)(C1)CC(CNC(=S)Nc1ccccc1)(C3)C2	-2
CCCc1c(O)nc(SCCN(CCC)CCC)[nH]c1=O	5
Cc1cc(C(=O)Nc2sc(C(=O)OC(C)C)c(C)c2C(N)=O)ccc1[N+](=O)[O-]	-2
COc1cccc(/C=N/N(C)C2=NS(=O)(=O)c3cc([N+](=O)[O-])ccc32)c1O	2

Six records drawn at random from those above:
SMILES	ER stress surv
COc1ccc(OC)c(C(O)c2nc3ccccc3n2C)c1 (stereo not drawn)	-3
CN(C)/C=C1\N=C(c2ccc(Cl)cc2Cl)OC1=O	7
O=C(O)CN=C(NS(=O)(=O)c1ccccc1)c1ccccc1	4
COC(=O)c1c(N)sc(C)c1-c1ccc(C)cc1C	-3
CC12CC3CC(C)(C1)CC(CNC(=S)Nc1ccccc1)(C3)C2	-2
O=C(c1cc(Cl)cc(Cl)c1)N1CCOCC1	4

The listing continues:
SMILES	ER stress surv
COc1cc(/C=C2/SC(=S)NC2=O)ccc1OC(=O)c1ccccc1Br	10
CC(=O)NC(=Nc1nc(C)c2cc(C)cc(C)c2n1)NC(C)=O	0
CCOC(=O)C1=C(O)/C(=C/c2cccc([N+](=O)[O-])c2)SC1=Nc1cccc(Cl)c1	16
CCC(=O)NC(Nc1ccc(OC)cc1)(C(F)(F)F)C(F)(F)F	10
O=C(COc1ccc2ccccc2c1)Nc1cc(Cl)cc(Cl)c1	2
O=C(O)C1(P(=O)(c2ccc(Cl)cc2)c2ccc(Cl)cc2)CCCC1	10
Cc1ccc(S(=O)(=O)Nc2cccc(-c3csc(-c4ccccc4)n3)c2)cc1[N+](=O)[O-]	10
CCOC(=O)c1ccc(NC(=O)COc2ccc(OC)cc2)cc1	8
Cc1ccc(NC(=S)NC2CCCCC2)cc1	2
O=C(Nc1ncc(Cc2cccc([N+](=O)[O-])c2)s1)c1sc2ccccc2c1Cl	7
COc1ccc(C(=O)Nc2cc3nn(-c4ccc(C)cc4)nc3cc2C)cc1Cl	1
CCCCSc1nnc2c(n1)OC1(Nc3ccccc3-2)C(=O)Nc2ccc(Br)cc21 (stereo not drawn)	8
Cc1ccc(S(=O)(=O)Nc2c(C)n(C)n(-c3ccccc3)c2=O)cc1[N+](=O)[O-]	11
O=C(N=Nc1c(O)n(CN2CCCC2)c2ccc(Br)cc12)c1ccncc1	-1
O=C(Nc1cccc(-c2cn3ccccc3n2)c1)c1ccc(Br)cc1	-2
COc1cc(/C=C2\NC(=S)NC2=O)ccc1OCc1c(C)no[n+]1[O-]	3
O=C1N=c2ccccc2=C1c1sc(=S)n(-c2ccc(F)cc2)c1O	6
CC(=O)Oc1ccc(/C=N/NS(=O)(=O)c2ccccc2)cc1	10
CC1(C)CC(=O)C=C(NCc2cccnc2)C1	2
CCOc1ccccc1C(=O)Nc1c(Cl)cccc1Cl	16
CCOc1cc(/C=C2\C=C(c3ccc(OC)cc3)OC2=O)ccc1OC(C)=O	7
CCOC(=O)c1c(C)[nH]c2cc(Br)c(OC)cc12	-1
COC(=O)c1cc(-c2cccc(N)c2)nc2ccccc12	0
Cc1cc2ncn(CC(O)COc3ccc4ccccc4c3Br)c2cc1C (stereo not drawn)	2
COc1ccc(CC(=O)Nc2ccccc2C(=O)NCC(C)C)cc1	5
O=C1/C(=C/c2ccc(Br)o2)Sc2ccccc21	-8
Cc1ccc(S(=O)(=O)Nc2ccccc2I)cc1[N+](=O)[O-]	-2
CN1CCN(Cn2c(O)c(N=NC(=O)c3ccccc3Cl)c3ccccc32)CC1	-4
CC1CN(C(=O)c2cccs2)CC(C)O1 (stereo not drawn)	6
O=C(CN1CCCCC1)Nc1c(-c2ccccc2)c2cc(Br)ccc2[nH]c1=O	-4
O=C1CCCCCC1CN1CCCCC1 (stereo not drawn)	-4
CCN(CC)CCSc1nc(O)c(C(C)C)c(=O)n1-c1ccccc1	-5
COc1ccc(-n2sc3c(c2=S)-c2ccccc2NC3(C)C)cc1OC	7
O=S(=O)(Nc1ccc(Cl)cc1)c1ccc2c(c1)OCCO2	-3
O=C(Nc1cccc(C(F)(F)F)c1)Nc1ccc(Cl)c(Cl)c1	-10

Part of the list above, with bars between the fields.
SMILES | ER stress surv
CCOC(=O)C1=C(O)/C(=C/c2cccc([N+](=O)[O-])c2)SC1=Nc1cccc(Cl)c1 | 16
CCC(=O)NC(Nc1ccc(OC)cc1)(C(F)(F)F)C(F)(F)F | 10

As entered above:
CCOC(=O)c1c(C)[nH]c2cc(Br)c(OC)cc12 | ER stress surv: -1
COc1ccc(-n2sc3c(c2=S)-c2ccccc2NC3(C)C)cc1OC | ER stress surv: 7
O=C(Nc1cccc(C(F)(F)F)c1)Nc1ccc(Cl)c(Cl)c1 | ER stress surv: -10

Reformatted: results already given.
CCOc1cc(/C=C2\C=C(c3ccc(OC)cc3)OC2=O)ccc1OC(C)=O
  ER stress surv: 7
CCOC(=O)c1c(C)[nH]c2cc(Br)c(OC)cc12
  ER stress surv: -1
COC(=O)c1cc(-c2cccc(N)c2)nc2ccccc12
  ER stress surv: 0
Cc1cc2ncn(CC(O)COc3ccc4ccccc4c3Br)c2cc1C (stereo not drawn)
  ER stress surv: 2
